Screening results as filed in PubChem.
ADAM10 inh: human ADAM10 inhibitors, primary screen, biochemical, QFRET, HTS | Disintegrin and metalloproteinase domain-containing protein 10 (Homo sapiens), O14672 | recombinant ADAM10, EDANS/DABCYL FRET peptide cleavage, 3 h | inhibition, % at 7 µM | 370,000 compounds, 0.62% hits | AID 720582, 2013;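 active = inhibition above a per-campaign cutoff equal to the mean of compounds falling between control-based bounds plus 3 SD, cut at about 20% in these data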;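 also: 0% = DMSO wells while the 100% control is not disclosed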
rCAG RNA binder: binders of r(CAG) RNA repeats, primary screen, biochemical, fluorescence; 370,000 compounds, 1.3% hits; AID 651821, 2012; r(CAG) RNA repeat, TO-PRO-1 dye displacement fluorescence; inhibition, % at 3 µM;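 active = inhibition above the plate cutoff, the mean of all test compounds on that plate plus 3 SD, cut at about 35% in these data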;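 also: 0% = DMSO alone and 100% = 100 µM mitoxantrone as full dye displacement; higher means more dye released from RNA so lower well fluorescence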
ASAP1 inh: inhibitors of human ASAP1 ArfGAP activity, primary screen, biochemical, fluorescence polarization. inhibition, % at 16.5 µM. AID 624377, 2012. 360,000 compounds, 0.19% hits. Arf-GAP with SH3 domain, ANK repeat and PH domain-containing protein 1 (Homo sapiens), …. ASAP1-stimulated ARF1 GTP hydrolysis, GDP FP detection; in the data active = inhibition above about 25%;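 also: 0% = vehicle with enzyme and substrate and 100% = no enzyme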
ARFGAP1 inh: inhibitors of rat ARFGAP1 GAP activity, primary screen, biochemical, fluorescence polarization, GDP tracer. ADP-ribosylation factor GTPase-activating protein 1 (Rattus norvegicus), Q62848. Arfgap1-stimulated ARF1 GTP hydrolysis, GDP FP detection. inhibition, % at 16.5 µM. 360,000 compounds, 0.26% hits;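 active = inhibition above a per-plate limit, mean inhibition of low control wells plus 3 SD, cut at about 25% in these data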;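 also: 0% = DMSO wells with enzyme and 100% = wells lacking Arfgap1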
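Assay system: purified rat His6-Arfgap1 residues 1-136 (GAP domain); Reagent: human Δ17 ARF1 bound to GTP; Dosing: 16.5 µM single point, 1.26% DMSO; Times: GTP hydrolysis reaction 2 h at 25 °C; Signal: FP, GDP Alexa 633 tracer displaced from anti-GDP antibody, 620/688 nm; Measure: % inhibition from polarization.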
Tn6 DDE FP: inhibitors of Tn6 peptide binding to fibrin DD(E), primary screen, biochemical, fluorescence polarization, human fibrin, Tn6 probe; Fibrin DD(E) TRITC-Tn6 fluorescence polarization displacement; inhibition, % at 8.3 µM; AID 720509, 2013; 370,000 compounds, 0.21% hits; Fibrinogen beta chain (Homo sapiens), P02675;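 active = inhibition above a per-campaign cutoff: mean of compounds within control limits plus 3 SD, cut at about 15% in these data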;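 also: 0% = median of all compound wells on the plate and 100% = blocking peptide control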
KLK7 zymogen act: proKLK7 zymogen activators, primary screen, biochemical, fluorescence intensity; purified proKLK7, EDANS-DABCYL substrate fluorescence; 100% is mature enzyme control, 0% vehicle; activation, % at 7 µM; 370,000 compounds, 0.9% hits; Kallikrein-7 (Homo sapiens), P49862;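 active = activation above the mean of all tested compounds plus 3 SD, computed per campaign excluding outliers beyond control limits, cut at about 13% in these data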
sPLA2-III inh: human group III sPLA2 inhibitors, primary screen, biochemical, QFRET, BODIPY PC-A2 liposome substrate; AID 743126, 2013; inhibition, % at 12.2 µM; 370,000 compounds, 0.56% hits; QFRET BODIPY PC-A2 liposome hydrolysis, fluorescence; Group 3 secretory phospholipase A2 (Homo sapiens), Q9NZ20;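 active = inhibition above mean plus 3 SD of compounds lying within the high and low control bounds, cut at about 19% in these data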;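 also: 0% = median of test compound wells and 100% = no enzyme DMSO wells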
NPR1 activator: GC-A stimulated cGMP production enhancers – HEK293 GC-A cells, cGMP TR-FRET, EC30 ANP, primary screen. 370,000 compounds, 0.14% hits. Atrial natriuretic peptide receptor 1 (Homo sapiens), P16066. activation, % at 10 µM. 0% at EC30 ANP, 100% saturating ANP. AID 1671463, 2021; in the data active = activation above about 40%
Target sequence (P16066 whole entry, looked up): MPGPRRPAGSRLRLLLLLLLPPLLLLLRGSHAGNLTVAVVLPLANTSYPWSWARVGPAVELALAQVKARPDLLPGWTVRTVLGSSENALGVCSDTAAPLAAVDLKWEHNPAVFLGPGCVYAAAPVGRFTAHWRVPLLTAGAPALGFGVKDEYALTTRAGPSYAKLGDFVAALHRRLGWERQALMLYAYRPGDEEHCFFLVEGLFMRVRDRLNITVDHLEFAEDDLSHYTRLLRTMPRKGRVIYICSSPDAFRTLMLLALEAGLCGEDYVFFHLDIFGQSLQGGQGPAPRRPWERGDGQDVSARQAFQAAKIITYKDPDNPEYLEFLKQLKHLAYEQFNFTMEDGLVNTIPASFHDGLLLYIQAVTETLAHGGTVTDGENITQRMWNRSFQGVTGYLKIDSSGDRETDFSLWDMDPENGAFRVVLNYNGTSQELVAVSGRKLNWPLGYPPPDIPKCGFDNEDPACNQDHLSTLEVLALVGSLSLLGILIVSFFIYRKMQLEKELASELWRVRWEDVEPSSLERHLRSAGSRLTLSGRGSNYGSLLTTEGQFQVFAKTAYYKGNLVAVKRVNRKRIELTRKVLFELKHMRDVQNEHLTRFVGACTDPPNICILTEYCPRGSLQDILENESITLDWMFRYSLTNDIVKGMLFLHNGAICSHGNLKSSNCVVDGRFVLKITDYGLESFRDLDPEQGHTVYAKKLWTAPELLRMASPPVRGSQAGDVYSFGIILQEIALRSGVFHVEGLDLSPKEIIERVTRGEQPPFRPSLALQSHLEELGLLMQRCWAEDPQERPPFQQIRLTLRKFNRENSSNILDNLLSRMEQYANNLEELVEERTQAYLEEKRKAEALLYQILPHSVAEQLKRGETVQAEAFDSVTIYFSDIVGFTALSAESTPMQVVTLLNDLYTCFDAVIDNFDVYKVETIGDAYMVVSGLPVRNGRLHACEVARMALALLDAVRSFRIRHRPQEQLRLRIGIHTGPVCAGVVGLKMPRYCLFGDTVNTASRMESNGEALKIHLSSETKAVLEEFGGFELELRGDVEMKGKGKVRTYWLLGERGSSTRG
NPR2 activator: human GC-B receptor activators, primary screen, HEK293 GC-B cells, cGMP TR-FRET, EC30 CNP; Atrial natriuretic peptide receptor 2 (Homo sapiens), P20594; 0% at EC30 CNP, 100% saturating CNP; activation, % at 10 µM; 370,000 compounds, 0.11% hits; AID 1920062, 2024;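 active = activation at 10 µM reaching about 35% in either raw or pattern-adjusted values, limit read from the data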
FXN GAA850 act: FXN promoter activators, primary screen, cell-based, luciferase luminescence, HEK293 lucGAA850; 360,000 compounds, 0.56% hits; activation, % at 6 µM; AID 540364, 2011; HEK293 lucGAA850 FXN promoter luciferase reporter, 24 h; percent of 10 µM SAHA response;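 active = activation above the average of all compounds screened plus 3 SD, cutoff fixed separately per campaign, cut at about 7.5% in these data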;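 also: 0% = DMSO wells and 100% = 10 µM SAHA wells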
* marks the source's active call; other numbers are inactive results; x = not tested or not shown.

SMILES	ADAM10 inh	rCAG RNA binder	ASAP1 inh	ARFGAP1 inh	Tn6 DDE FP	KLK7 zymogen act	sPLA2-III inh	NPR1 activator	NPR2 activator	FXN GAA850 act
CS(=O)(=O)c1cccc(OCCCN2CCC(C(O)(c3ccccc3)c3ccccc3)CC2)c1	-7	0	3	1	-2	0.8	-26	-15	-16	x
Cc1nnc(SC(C)C(=O)Nc2ccc3ccccc3c2)[nH]c1=O (configuration not stated)	-75	20	2	1	2	-1.2	4	-6	-3	0.1
COc1ccc([C@H]2CC(=O)C=C(c3ccc(C)cc3)C2)cc1OC	2	-7	2	-4	1	0.1	-1	1	-1	3.2
CCc1ccc2[nH]c3nc(C)cc(C)c3c(=O)c2c1	-388	0	-4	6	-3	4.7	8	41*	37*	4.9
COc1ccccc1N(CC(=O)Nc1ccc(C)cc1Cl)S(=O)(=O)c1cccs1	5	4	3	-7	0	0.8	-13	-3	-3	1.0
CCC(C)[C@H](NC(=O)N1CCCCC1)C(=O)OC (some centres not stated)	-6	-4	1	16	0	0.6	23*	7	1	0.7
O=C(NCC1COCCO1)c1ccc2nc(Cc3cccc(Cl)c3)oc2c1 (configuration not stated)	-17	-3	-13	-15	5	-1.4	-11	4	4	4.9
Cc1ccc(NC(=O)C2CC(=O)N(C(C)c3ccccc3)C2)cc1 (configuration not stated)	0	1	-4	-2	0	-0.2	-5	1	5	0.1
COC(=O)C(NC(=O)c1ccccc1)=C1CCCCC1	0	-3	4	8	-4	0.3	-6	0	1	-1.4
CCOC(=O)CN1CC23C=CC(O2)C(C(=O)NC2CCCC2)C3C1=O (configuration not stated)	-13	1	9	-7	3	0.1	2	6	1	-0.6
Cc1nc(C)n(CC(O)COc2ccc3cc(Br)ccc3c2)n1 (configuration not stated)	-3	-2	10	-2	-3	0.4	-8	-1	-1	2.0
Cc1cc2n(n1)C(c1sccc1C)Nc1ccccc1-2 (configuration not stated)	-82	0	12	0	-1	0.3	1	-6	-4	1.3
COc1ccccc1C1C(C(N)=O)=C(C)Nc2nc(-c3ccc(Cl)cc3)nn21 (configuration not stated)	-25	3	5	5	4	0.4	1	3	5	0.6
CCOc1ccc(OCCOCCN2CCOCC2)cc1	10	1	-5	1	1	-0.2	0	0	0	-0.6
COc1ccc(N2CCN(C(=O)CNC(=O)c3ccccc3Cl)CC2)cc1	2	-3	-10	8	6	0.1	4	3	-2	-0.4
Cc1c(/C=N/O)c2ccccn2c1C(=O)c1ccc(F)cc1	-7	1	-4	2	2	5.4	1	-3	-9	4.4
CC(C)N(C(=O)/C=C/c1cccc([N+](=O)[O-])c1)C(C)C	-1	-4	-13	-1	1	0.3	-2	0	1	3.8
Cc1ccccc1N1CCN(S(=O)(=O)c2nnc(NC(=O)CC(C)C)s2)CC1	-12	3	-11	19	-7	0.1	-8	0	1	-0.2
Cn1c(=O)c2c(nc(SCCN3CCCCC3)n2Cc2ccc(Cl)cc2)n(C)c1=O	-3	-10	-20	6	0	0.1	-8	1	10	1.6
CC(NC(=O)CSc1nc2ccccc2c(=O)n1CCCO)c1ccccc1 (configuration not stated)	-7	-3	0	0	3	0.3	-3	-6	5	-2.2
CCOC(=O)c1ccc(NC(=O)Nc2cc(C)on2)cc1	-6	8	2	-5	-3	0.1	-14	-3	-9	2.3
COC(=O)[C@@H](NC(=O)NCc1ccc(F)cc1)C(C)C	4	-3	-5	-4	10	0.0	6	1	2	0.4
COc1ccccc1/C=N/n1c(N)c(C(=O)NC2CCCCC2)c2nc3ccccc3nc21	-16	2	0	-9	0	-0.5	4	6	5	0.3
COc1ccc(-c2c(C(=O)O)c(C(=O)O)c3n2CCC3)cc1	-3	0	-11	2	-1	-0.2	0	1	2	0.9
CCC1(C)Nc2ccccc2C(=O)N1O (configuration not stated)	-300	-1	-7	-8	-2	1.3	-3	-7	6	-1.1

(further entries)
SMILES	ADAM10 inh	rCAG RNA binder	ASAP1 inh	ARFGAP1 inh	Tn6 DDE FP	KLK7 zymogen act	sPLA2-III inh	NPR1 activator	NPR2 activator	FXN GAA850 act
CC1C(=O)CCC1(C(=O)O)c1ccccc1 (configuration not stated)	4	4	2	-5	5	0.5	-4	3	2	1.1
CSCCC(NC(=O)COc1ccccc1)C(=O)N1CCN(c2ccccc2O)CC1 (configuration not stated)	0	-5	-16	17	12	0.0	-11	-1	2	-0.7
O=C(OCCCc1cc2ccccc2c(=O)o1)c1ccco1	-26	-1	-17	6	4	0.7	1	-1	-10	1.9
Cc1nnc(SCC2=C(C(=O)O)N3C(=O)C(NC(=O)Cn4cnnn4)C3SC2)s1 (configuration not stated)	-2	6	1	3	2	0.6	-2	-3	8	-0.3
CCOC(=O)c1c(NC(=O)c2ccco2)sc2c1CCCCC2	-8	2	7	0	7	0.4	5	-4	2	3.2
Cc1onc(-c2ccccc2Cl)c1C(=O)N(C)CC(=O)Nc1ccc(F)c(F)c1F	2	0	20	6	-8	0.3	-8	4	-2	-2.2
O=C(O)c1ccccc1C(=O)N1CCN(c2ccccc2)CC1	11	-4	-14	10	4	-0.3	8	-2	4	-2.6
Cc1nc(-c2cccc(S(=O)(=O)N3CCOCC3)c2)cs1	0	14	-3	-10	-2	0.1	-8	-1	-3	-0.1
O=C1CSC(c2ccc([N+](=O)[O-])cc2)N1c1ccc(O)cc1 (configuration not stated)	11	4	4	2	3	0.5	-9	1	-7	0.4
Cc1ccc(C)c(-c2nnc(NC(=O)C3=COCCO3)o2)c1	1	0	-17	-16	-6	0.2	-14	3	1	-0.6
O=C1N=C(N2CCCCC2)S/C1=C\c1ccncc1	2	-2	-2	0	4	0.1	0	-4	-5	2.5
O=C(CN1C(=O)C2C3CCC(C3)C2C1=O)Oc1ccc2ccccc2c1 (configuration not stated)	1	1	5	1	-4	1.6	-9	3	10	-0.3
CN(C(=O)c1cccc(C#N)c1)c1nnc(-c2ccccn2)s1	-35	-1	12	-4	-5	4.7	-2	-7	0	2.7
CC(=O)N(c1ccc(Cl)cc1)c1c[nH]c2ccccc12	0	-2	-22	16	-1	-0.4	-18	-3	-2	1.6
Cc1ccc(-c2noc(-c3c(C)noc3C)n2)cc1	5	-2	2	0	2	-0.3	7	-4	0	-1.2
CC1CCc2[nH]c3ccc(C(=O)N(C)CC(=O)Nc4ccccc4C(F)(F)F)cc3c2C1 (configuration not stated)	-10	-1	11	10	-2	2.4	-33	-3	8	1.5
CN(C)CCn1cnc2c1c(=O)[nH]c(=O)n2Cc1ccccc1	5	-1	3	4	-3	0.4	5	0	2	-0.6
O=C(CCN=C1NS(=O)(=O)c2ccccc21)OCc1nnc(-c2ccc([N+](=O)[O-])cc2)o1	-14	8	-2	-5	-4	-0.2	-2	-4	3	-0.8
CN(C(=O)CSc1nnc(C2CC2)n1-c1ccccc1)C1CCS(=O)(=O)C1 (configuration not stated)	-1	-1	3	0	4	0.3	15	3	1	1.4
O=C(Nc1ccc(Cl)cc1Cl)c1ccc2ncsc2c1	12	1	0	6	-1	0.0	-5	-6	-2	3.9
Cc1[nH]c2ccc3ncccc3c2c1C	-5	3	-1	-17	3	-0.2	-6	-4	1	-0.1
Cc1ccc(-c2cc(C(=O)N/N=C/c3c(C)nn(-c4ccccc4)c3C)[nH]n2)cc1	9	3	26*	15	4	-0.1	-3	-6	0	0.5
CN1C(=O)[C@H]2[C@@H](/C=C/c3ccccc3)N3C(=O)CN(Cc4ccccc4)C(=O)[C@@]3(C)[C@H]2C1=O	-11	1	3	6	-2	-0.3	12	3	-3	1.5
CCn1c(C)[n+](CCOC(C)=O)c2cc(Cl)c(Cl)cc21	-6	-1	12	3	-1	-0.2	-1	2	2	1.2
Cc1cccc(OCC(O)Cn2c(=N)n(CCN3CCCCC3)c3ccccc32)c1 (configuration not stated)	2	9	5	5	-1	-0.3	0	-8	-18	-4.2

Additional results:
SMILES	ADAM10 inh	rCAG RNA binder	ASAP1 inh	ARFGAP1 inh	Tn6 DDE FP	KLK7 zymogen act	sPLA2-III inh	NPR1 activator	NPR2 activator	FXN GAA850 act
Cc1cccc(-n2c(C)cc(C(=S)N3CCOCC3)c2C)c1C	1	-4	-10	6	-1	0.0	10	-3	1	0.5
O=C(C[C@@H]1C/C=C\C[C@H](Cc2ccc(F)cc2)C(=O)OCCNC1=O)NCCO	-4	-4	-8	10	-3	0.4	2	1	5	1.1
OC(c1cccnc1)c1nc(-c2cccc(F)c2)cs1 (configuration not stated)	-10	0	14	-9	-1	0.9	-3	5	0	0.8
COc1ccc(COCCN2CCN(S(=O)(=O)c3ccc(C)cc3)CCC2=O)cc1	-4	-1	-14	-3	-4	0.8	-8	-2	-3	x
Nc1ccn([C@@H]2O[C@H](C(=O)N3CCSC3)[C@@H](O)[C@H]2O)c(=O)n1	-7	0	5	-11	-10	0.1	4	6	4	x
O=C(N/C(=C\c1ccc(F)cc1)C(=O)N1CCCCCC1)c1ccccc1	-1	-11	-2	6	-4	-0.4	5	-4	2	0.9
Cc1oc2ccc(OC(=O)COc3c(F)c(F)c(F)c(F)c3F)cc2c1C(=O)OC(C)C	10	4	-3	-4	-5	-0.5	-3	2	-3	0.4
CCOC(=O)[C@@H]1[C@H]2COc3ccc(Br)cc3[C@@H]2N2C(=O)N(c3ccc(F)cc3)C(=O)[C@]12C	8	-5	0	4	10	-0.6	-1	-2	-4	-1.0
Cc1ccc(NC(=O)CCS(=O)(=O)c2cccc3nonc23)c(Br)c1	9	5	-7	-1	6	-0.6	3	-3	0	-0.1
Cc1ccc(C(=O)C[n+]2cccc3ccccc32)cc1	-22	5	-8	11	-1	-0.6	4	8	4	2.2
COc1ccc(NC(=S)N(Cc2cccc(Br)c2)CC2CCC(C(=O)O)CC2)cc1 (configuration not stated)	1	21	0	5	-2	0.5	-3	-4	3	0.0
CCc1nc(SCC(=O)OC)c2c3c(sc2n1)COC(C)(C)C3	-2	-3	-3	3	3	-0.2	1	-1	-2	-0.4
Cc1ccccc1-c1nc2cc(Cl)ccc2o1	-1	-1	6	-15	1	0.4	1	-7	-8	2.4

2 compounds from above, reduced to NPR1 activator.
compound | NPR1 activator
Cc1nnc(SCC2=C(C(=O)O)N3C(=O)C(NC(=O)Cn4cnnn4)C3SC2)s1 (configuration not stated) | -3
CN(C(=O)CSc1nnc(C2CC2)n1-c1ccccc1)C1CCS(=O)(=O)C1 (configuration not stated) | 3

An unsorted share of the library. About 4.5% of those tested had a hit in this group.
